Bioassay records: PubChem, Dana-Farber Cancer Institute and Novartis Institutes for BioMedical Research (Cambridge, Mass)
USP28 block: inhibitors of human USP28 deubiquitinase; Ubiquitin carboxyl-terminal hydrolase 28 (Homo sapiens), Q96RU2; purified USP28, Ub-rhodamine cleavage fluorescence, 30 min; inhibition, % at 25 µM; 47,000 compounds, 3% hits; AID 1645857, 2021
OTUD3 inh: inhibitors of human OTUD3 deubiquitinase; OTU domain-containing protein 3 (Homo sapiens), Q5T2D3; purified OTUD3, Ub-rhodamine fluorescence, 2 h; inhibition, % at 25 µM; 47,000 compounds, 0.7% hits; AID 1645858, 2021
Target sequence (Q5T2D3 whole entry, looked up, the tested form may be a part): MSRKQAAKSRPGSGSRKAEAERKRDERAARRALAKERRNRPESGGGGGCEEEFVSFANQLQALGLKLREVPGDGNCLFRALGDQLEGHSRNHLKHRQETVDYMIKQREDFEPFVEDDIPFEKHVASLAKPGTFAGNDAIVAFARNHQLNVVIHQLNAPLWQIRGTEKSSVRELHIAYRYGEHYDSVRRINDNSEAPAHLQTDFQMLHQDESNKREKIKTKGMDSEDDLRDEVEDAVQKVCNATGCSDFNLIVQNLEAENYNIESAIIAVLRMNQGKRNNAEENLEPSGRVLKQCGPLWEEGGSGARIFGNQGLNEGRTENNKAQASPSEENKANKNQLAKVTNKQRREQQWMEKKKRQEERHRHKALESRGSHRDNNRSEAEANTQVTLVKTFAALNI
UCHL1 block: inhibitors of human UCHL1 deubiquitinase; inhibition, % at 20 µM; 47,000 compounds, 0.2% hits; purified UCHL1, Ub-rhodamine cleavage fluorescence; Ubiquitin carboxyl-terminal hydrolase isozyme L1 (Homo sapiens), P09936
USP10 block: inhibitors of human USP10 deubiquitinase; Ubiquitin carboxyl-terminal hydrolase 10 (Homo sapiens), Q14694; purified USP10, Ub-rhodamine fluorescence, 60 min; 47,000 compounds, 1.1% hits; inhibition, % at 20 µM; AID 1645856, 2021
USP7 block: inhibitors of human USP7 deubiquitinase. purified USP7, Ub-rhodamine cleavage fluorescence. 47,000 compounds, 0.3% hits. inhibition, % at 20 µM. AID 1645854, 2021
USP30 block: inhibitors of human USP30 deubiquitinase; inhibition, % at 25 µM; 47,000 compounds, 5.3% hits; AID 1645860, 2021; Ubiquitin carboxyl-terminal hydrolase 30 (Homo sapiens), Q70CQ3; purified USP30, Ub-rhodamine cleavage fluorescence
USP17 block: inhibitors of human USP17 deubiquitinase | 47,000 compounds, 6.5% hits | purified USP17, Ub-rhodamine cleavage fluorescence, 3 h | Ubiquitin carboxyl-terminal hydrolase 17-like protein 5 (Homo sapiens), A8MUK1 | inhibition, % at 50 µM
Target sequence (A8MUK1 whole entry, looked up): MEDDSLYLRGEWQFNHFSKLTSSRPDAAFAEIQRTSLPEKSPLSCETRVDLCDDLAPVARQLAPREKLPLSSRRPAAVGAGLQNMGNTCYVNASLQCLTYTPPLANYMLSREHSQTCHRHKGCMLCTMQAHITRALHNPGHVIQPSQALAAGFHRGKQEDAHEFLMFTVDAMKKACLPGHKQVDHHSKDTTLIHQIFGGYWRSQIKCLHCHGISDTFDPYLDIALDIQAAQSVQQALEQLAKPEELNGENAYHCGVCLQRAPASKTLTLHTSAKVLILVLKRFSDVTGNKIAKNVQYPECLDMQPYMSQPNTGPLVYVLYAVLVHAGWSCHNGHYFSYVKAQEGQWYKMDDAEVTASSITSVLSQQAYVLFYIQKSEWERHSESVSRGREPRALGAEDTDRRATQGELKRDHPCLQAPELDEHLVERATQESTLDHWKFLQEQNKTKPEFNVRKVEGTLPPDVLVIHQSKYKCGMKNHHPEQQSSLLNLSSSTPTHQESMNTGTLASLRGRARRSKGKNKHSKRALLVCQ
USP8 inh: inhibitors of human USP8 deubiquitinase; Ubiquitin carboxyl-terminal hydrolase 8 (Homo sapiens), P40818; AID 1645853, 2021; inhibition, % at 20 µM; purified USP8, Ub-rhodamine cleavage fluorescence, 30 min; 47,000 compounds, 4.2% hits
Numbers without * were called inactive; i = inactive; · = no result given. Rule as the data show it: active = inhibition above about 30%; inactive = the rest. No enrichment for hits. About 14% of those tested had a hit in this group.

Second line of a record – USP28 block	OTUD3 inh	UCHL1 block	USP10 block	USP7 block	USP30 block	USP17 block	USP8 inh
- CCOC(=O)N1CCc2c(sc3[nH]c(=O)n(-c4ccc(C)cc4)c(=O)c23)C1
  -14	1	-3	0	0	0	0	0
- Cn1cncc1-c1nnc([C@H]2CCN(Cc3ccccc3F)C2)o1
  -3	-3	-1	1	-5	0	-27	-10
- COc1ccc(CCC(=O)Nc2nnc(C3CC(=O)N(c4ccccc4C)C3)s2)cc1 (stereo not drawn)
  11	5	3	2	5	14	6	-17
- CN(C)CCCN1C(=O)C(O)=C(C(=O)c2cc3ccccc3o2)C1c1ccco1 (stereo not drawn)
  -9	-5	-2	-5	-3	-20	·	-3
- CC(=O)N1CCc2cc(S(=O)(=O)NC(Cc3ccccc3)C(=O)Nc3cccnc3)ccc21 (stereo not drawn)
  27	2	1	-2	4	17	3	5
- Cc1ccc(S(=O)(=O)n2nc(OC(=O)c3ccc(F)cc3)cc2N)cc1
  13	11	5	8	-6	17	12	-14
- N[C@@H]1C[C@@H](Oc2cccc(F)c2)[C@H](O)[C@H]1N1CCc2ccccc2C1
  3	5	0	0	-11	9	-20	-132
- O=C(NCc1cccnc1)N1C[C@@H]2c3nccn3-c3ccccc3[C@@H]2C1
  -6	0	0	-1	5	-14	-2	-3
- Cc1cccc(N(Cc2nc3nc(C)cc(C)n3n2)C(=O)c2ccco2)c1
  -5	-4	-1	1	-3	-9	-1	10
- CC(C)c1nccn1CCC(=O)N1CCC2(CC1)CC1(CO2)NC(=O)c2ccccc2N1 (stereo not drawn)
  -6	-2	-2	-2	1	-11	-5	-5
- CCCCCCn1c(-c2ccco2)nc2oc3cc(OC)ccc3c(=O)c2c1=O
  -144	-94	0	-4	6	-445	-99	16
- O=C1CCC2(CCCN(S(=O)(=O)c3ccccc3)CC2)N1 (stereo not drawn)
  -10	-4	-1	-1	-3	-11	-22	-134
- c1ccc(-c2cc(CC3(NC4CCOCC4)COC3)no2)nc1
  -8	-7	0	2	-7	-78	-42	4
- CC(C)(C)c1cnc(CN2CCOC(Cn3cncn3)C2)o1 (stereo not drawn)
  -31	-26	-12	-3	-11	-131	-43	-22
- Cc1cc(N2CCN(C)CC2)nc2ccc(NC(=O)CCC(=O)NCc3ccc(F)cc3)cc12
  3	12	3	-3	1	7	2	14
- COc1ccc(/C=C/C(=O)Nc2ccc3c(c2)OCCO3)cc1Br
  77*	-13	6	10	-9	-14	-6	1
- OC(CN1CCN(c2ncccn2)CC1)c1ccc(Cl)cc1 (stereo not drawn)
  -31	-4	0	0	0	-3	-3	0
- O=C(O)c1c(CNCc2cccnc2)c2ccccc2n1Cc1ccc(F)cc1Cl
  -2	-11	-3	-2	-82	-7	9	-20
- N#Cc1cccc(C(=O)NCC2(O)CCc3ccccc32)c1 (stereo not drawn)
  -24	-7	0	0	-4	-7	-19	-3
- COc1cc2c(cc1OC)CN(C(=O)c1cc(=O)c3ccccc3o1)CC2
  -1	-6	-2	-1	-2	-8	9	4
- COc1ccc(-c2n[nH]c3c2C(=O)CC(c2ccccc2)C3)cc1 (stereo not drawn)
  -2	0	-3	8	-19	-4	1	6
- CC1=CN2C(=N)/C(=C/c3cn(Cc4ccc(Cl)cc4)c4ccccc34)C(=O)N=C2S1
  -274	-189	-38	-9	-137	i	-186	-97
- Cc1ccc(COc2ccc(C3CC(=O)Nc4nc(C)[nH]c(=O)c43)cc2)cc1 (stereo not drawn)
  1	-5	0	2	3	2	-5	-4
- C[C@@H]1CC[C@H]2C(CN3CCCC(C)(C)C3)C(=O)O[C@]23[C@H]1CC[C@@]1(C)O[C@@H]31 (stereo partly drawn)
  -14	0	-3	-8	0	-71	0	13
- Cc1ncnc2c1ncn2[C@@H]1O[C@H](CO)[C@@H](O)[C@H]1O
  2	12	3	-4	2	13	2	-2
- O=C(N[C@@H]1CC[C@@H](Oc2cccnc2)[C@H](O)[C@H]1N1CCCCC1)c1cnco1
  -21	-17	-7	-7	-2	-64	-23	-9
- CC(C)N1Cc2cc(C(=O)N3CCN(c4ccccc4F)CC3)sc2C1
  6	13	4	0	-40	21	8	3
- CNC(=O)[C@@H]1CN2CCN(C(=O)c3ccccc3)C[C@@H]2[C@H]1c1ccccc1
  -3	-2	-1	0	1	-1	-1	5
- O=C1O[C@@H]2[C@H](O)[C@@H](O)O[C@@H]2[C@@H]1O
  3	4	3	0	4	14	3	9
- C[C@]12C(=O)N(CCN3CCOCC3)CC(=O)N1CC(c1ccc(Br)cc1)c1c2[nH]c2ccccc12 (stereo partly drawn)
  -5	-10	5	-3	-113	-40	-87	-12
- Cn1nc(C2CCCN(C(=O)COc3ccc(F)cc3F)C2)c2nccnc21 (stereo not drawn)
  19	15	1	0	0	24	0	-37
- O=C(NCCc1ccccc1)N1CCC(n2c(=O)[nH]c3cncnc32)C1 (stereo not drawn)
  -3	0	-1	-2	1	7	-3	6
- O=C(NCc1ccncc1)c1ccc(Cn2cnc3ccccc3c2=O)o1
  9	0	0	1	0	-10	-1	6
- COc1ccc(C2(C(=O)N(C)Cc3cccnc3OC)CC2)cc1
  5	5	1	1	3	21	10	17
- COc1cccc(NC(=O)c2nc3c(s2)CCN(C(=O)c2ccccc2)CC3)c1
  10	-3	0	-1	-5	7	-10	2
- COc1cccc(C(=O)Nc2cccc(-c3ccc4nnc(-c5ccncc5)n4n3)c2)c1
  -7	-5	-1	0	0	-8	29	0
- CN(C)c1ncc(CN2CCc3nc(-c4ccccn4)[nH]c(=O)c3C2)cn1
  -23	-5	-10	-4	-7	-63	-63	-368
- O=C(C1=C(O)C(=O)N(CCCN2CCOCC2)C1c1cccnc1)c1cc2ccccc2o1 (stereo not drawn)
  0	2	-1	-1	3	-6	-2	-20
- O=C(NC(Cc1ccccc1)C(=O)N1CCC2(CC1)NCCc1[nH]cnc12)c1ccc2c(c1)OCO2 (stereo not drawn)
  -9	-6	-5	-4	-8	-31	·	22
- O=C(O)c1c(CNCc2cccnc2)c2ccccc2n1Cc1ccccc1F
  -5	-5	-4	-4	-64	-16	-17	-23

4 entries from above, with bars between the fields.
smiles | USP28 block | OTUD3 inh | UCHL1 block | USP10 block | USP7 block | USP30 block | USP17 block | USP8 inh
CC(C)N1Cc2cc(C(=O)N3CCN(c4ccccc4F)CC3)sc2C1 | 6 | 13 | 4 | 0 | -40 | 21 | 8 | 3
CNC(=O)[C@@H]1CN2CCN(C(=O)c3ccccc3)C[C@@H]2[C@H]1c1ccccc1 | -3 | -2 | -1 | 0 | 1 | -1 | -1 | 5
O=C1O[C@@H]2[C@H](O)[C@@H](O)O[C@@H]2[C@@H]1O | 3 | 4 | 3 | 0 | 4 | 14 | 3 | 9
C[C@]12C(=O)N(CCN3CCOCC3)CC(=O)N1CC(c1ccc(Br)cc1)c1c2[nH]c2ccccc12 (stereo partly drawn) | -5 | -10 | 5 | -3 | -113 | -40 | -87 | -12

The list goes on:
Second line of a record – USP28 block	OTUD3 inh	UCHL1 block	USP10 block	USP7 block	USP30 block	USP17 block	USP8 inh
- COc1nc2c(c(-c3ccc[nH]3)c1C#N)Cc1ccccc1-2
  -133	-160	-24	-4	-14	i	-163	-97
- CS(=O)(=O)c1ccc(Oc2ncc(-c3cccs3)cn2)cc1
  4	-1	0	-1	-2	0	12	0
- C[C@@H](NC(=O)c1cccnc1)C(=O)N1CCN(c2ccc(Cl)cc2)CC1
  -2	-5	0	-1	·	-19	-16	-1
- Cn1c(SCc2nc(-c3ccccc3)no2)nnc1-c1ccc2c(c1)OCCO2
  17	8	2	0	0	14	3	19
- Cc1ccc(-c2nnn(CC(=O)N(c3ccccc3F)C(C(=O)NC3CCCC3)c3ccc(O)cc3)n2)cc1 (stereo not drawn)
  11	8	9	9	6	20	7	14
- COc1ccc(CN2C[C@@H]3OCC(=O)N(CC(N)=O)[C@@H]3C2)cc1
  -3	0	-5	2	-1	-13	-28	2
- CNC(=O)[C@@]12CCC3(CCN(S(=O)(=O)c4cccc(OC)c4)CC3)[C@@H]1CN(C)C2
  -5	0	-2	0	-2	8	-12	-3
- OC(CN1CCN(c2ccccc2F)CC1)c1ccc2c(c1)CCN2 (stereo not drawn)
  2	6	-1	1	0	12	5	10
- Oc1cc(OCCN2CCOCC2)ccc1-c1[nH]ncc1-c1ccc(Cl)cc1
  -11	-4	4	2	0	-4	24	84*
- Cc1ccc(NC(=O)C2C3C=CC4(O3)C2C(=O)N(C2CCCCC2)C4C(=O)NC2CCCCC2)cc1C (stereo not drawn)
  11	23	1	3	-155	22	-1	-1
- O=C(COc1ccc(S(=O)(=O)N2CCOCC2)cc1Cl)Nc1ccc2c(c1)CCC2
  8	12	4	2	4	-2	9	-5
- Brc1c(N2CCOCC2)ncnc1N1CCOCC1
  -9	-4	-4	-1	-1	0	-3	-17
- Cc1ccc(C(=O)CC(=O)C(=O)Nc2cccc(F)c2)cc1
  -71	-58	-1	3	-8	-287	-43	-129
- Cn1c(=O)c2nc(-c3nc4ccccc4s3)c(N)nc2n(C)c1=O
  -152	-96	-21	-5	-9	-216	-86	-6
- CSCC[C@@H](NC(=O)[C@@H]1CCCN1C(=O)C1(c2ccccc2)CCN(C(=O)OC(C)(C)C)CC1)C(=O)O
  7	0	0	2	3	1	6	8
- O=c1cc(-c2ccc(Br)cc2)nc(-c2ccccc2F)o1
  -2	-9	-2	2	2	-5	-1	-9
- O=c1ccc(-c2nc(-c3cnccn3)no2)cn1Cc1ccccc1C(F)(F)F
  17	15	1	-2	-1	41*	7	0
- CC(C(=O)NCCc1ccc(S(N)(=O)=O)cc1)n1sc2ccccc2c1=O (stereo not drawn)
  16	24	3	1	1	39*	0	1
- Cc1noc(-c2csc(C(=O)NCc3ccc(F)c(Cl)c3)n2)n1
  19	12	0	-3	-29	0	10	11
- O=C1CCS(=O)(=O)N1c1ccc(S(=O)(=O)NCCC2=CCCCC2)cc1
  19	13	4	7	-4	13	17	17
- Cc1cc(-c2cncc(C3CCCN(C(=O)C(C)(C)C)C3)n2)n[nH]1 (stereo not drawn)
  3	7	3	-1	2	0	1	-8
- COc1ccccc1C1c2[nH]c3ccccc3c2C[C@H]2C(=O)N(C3CCCC3)CC(=O)N12 (stereo partly drawn)
  13	12	6	-3	7	29	17	21
- O=c1c2c(ccn1Cc1nc(C3CC3)no1)ccn2Cc1cccnc1
  31*	8	4	1	-1	10	8	29
- CCOC(=O)CCSc1nnc(COc2ccc(CC)cc2)n1Cc1ccccc1
  0	4	4	7	4	7	6	3
- N#Cc1ccc(NC(=O)C2CCC(=O)N2S(=O)(=O)c2ccccc2)cc1 (stereo not drawn)
  -14	-20	-3	1	-9	-17	-20	-34
- COc1ccc(NC(=O)c2cccnc2N2CCN(C(=O)OC(C)(C)C)CC2)cc1
  11	21	0	-4	2	26	8	-25
- Cn1nc(CN2CCCCC2)c2c1CN(S(=O)(=O)c1ccccc1F)C2
  -15	-8	0	0	-1	-16	-31	-142
- Cn1[nH]c(CSc2ccc(Cl)cc2)cc1=O
  -8	-1	-2	2	2	-22	-13	-90
- Cc1cc(C(F)(F)F)nn1CC(=O)O
  -8	-1	1	1	13	-16	-1	0
- COCc1cc(=O)[nH]c2cc(NC(=O)c3cccc(OC)c3)c(C)cc12
  -36	-37	-2	0	1	-124	-38	5
- Cc1ccc2c(=O)cc(C(=O)Nc3ccnn3Cc3ccccc3)oc2c1
  -4	-5	-3	1	-2	-1	-7	-6
- Cn1cccc1C(=O)N1CCC2(CC1)CN(c1ncccn1)c1ccccc12
  -1	0	1	-5	-2	-11	-7	-67
- Cc1nccc(C2CN(C(=O)c3ccc4[nH]c(C)c(C)c4c3)CCO2)n1 (stereo not drawn)
  -112	-86	-3	-4	-5	-356	-90	-48
- CCOC(=O)C1CCN(C(=O)c2cccc(S(=O)(=O)Nc3ccccc3Cl)c2)CC1
  0	4	1	5	5	11	9	11
- CC1Cc2ccccc2N1C(=O)c1ccc2c(c1)nnn2C (stereo not drawn)
  -1	3	0	-3	0	0	0	0
- CSc1nc2ncn(CC(=O)Nc3cccc(Cl)c3)c(=O)c2s1
  1	4	0	0	4	17	60*	33*
- Cc1nc2n(n1)C(CC(=O)Nc1ccc3c(c1)OCCO3)C(=O)N2 (stereo not drawn)
  -2	-1	-3	-2	2	-1	2	1
- O=C(CN1CCSc2ccccc21)Nc1cccc(Cl)c1
  3	14	0	2	6	0	16	-1
